Peg3 promoter = Peg3 promoter-driven luciferase inhibitors, primary screen, cell-based, HeLa, luciferase luminescence. HeLa PEG-Prom luciferase reporter, overnight. inhibition, % at 20 µM. 360,000 tested, 1.7% active. AID 588405, 2011;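 active means inhibition of at least 50% at 20 µM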
KKLEB tox = cytotoxicity in KKLEB CF airway cells, primary screen, cytotoxicity control for CF NF-kB inhibitor project, cell-based, uHTS, fluorescence assay plates; KKLEB CF airway cells viability, ATPlite luminescence, overnight; hits give low values; cells stimulated with P. aeruginosa culture filtrate; 360,000 tested, 0.36% active; activity change (cytotoxicity), % at 5 µM;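 active means corrected activity change at or below -50% at 5 µM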
LMP1 NFkB inh = EBV LMP1-driven NF-kappaB luciferase reporter inhibitors, primary screen, cell-based, luminescence, single point; LMP1-induced NF-kappaB luciferase reporter cells; inhibition, % at 12.5 µM; 350,000 tested, 0.69% active; AID 504558, 2011; in the data active means inhibition above about 41%;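 further: 0% = neutral control wells and 100% = reference inhibitor control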
CF NFkB block = inhibitors of PAF-induced NF-kB signaling, primary screen, cell-based, GFP fluorescence, uHTS; inhibition, % at 5 µM; AID 588850, 2011; 360,000 tested, 0.86% active; KKLEB NF-kB-GFP reporter, GFP fluorescence overnight;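 active means at least 50% inhibition at 5 µM, scaled per plate between neutral and stimulator controls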;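 further: PAF is a Pseudomonas aeruginosa culture filtrate used as stimulus; plate controls were PAF-stimulated DMSO wells for no effect and unstimulated DMSO wells for full effect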
MITF TRPM1 inh = inhibitors of MITF-dependent TRPM1 promoter reporter, primary screen, cell-based, SK-MEL-5, single point, luciferase. 330,000 tested, 0.83% active. SK-MEL-5 TRPM1 promoter luciferase, 24 h. inhibition, % at 12.5 µM. AID 488899, 2010;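 active means mean inhibition across replicates of 60% or more, whatever share of single replicates reaches that level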; further: values of inactives mirror those of a sister screen read the other way
iPSC survival up = enhancers of single-cell hiPSC survival, primary screen, ATPlite luminescence. 100% = ROCK inhibitor wells, 0% = DMSO. survival enhancement, % at 20 µM. 360,000 tested, 0.044% active; in the data active means survival enhancement above about 18%;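 further: cells exposed to compounds for 16 hours before the ATP read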
Shn3 inh set2 = reduction of Shn3 3'UTR firefly luciferase signal, primary screen, Schnurri-3 inhibitor project, cell-based, Clone20 osteoblasts, set 2 | Clone20 osteoblast Shn3 3'UTR firefly luciferase, 24 h | inhibition, % at 12.5 µM | 360,000 tested, 0.52% active | AID 588674, 2011;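 active means mean inhibition of at least 75% with every replicate also reaching 75%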;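 further: 0% = median of neutral control wells and 100% = pilot-screen positive control compound; some compounds past the cut are filed as inactive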
HIF-2a block = HIF-2a reporter inhibitors, primary screen, luminescence, 786-0 RCC cells; AID 624352, 2012; 360,000 tested, 0.72% active; inhibition, % at 18.8 µM; 786-0 RCC cells HIF-2a reporter, luciferase luminescence, overnight;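 active means inhibition of the luminescence signal of 40% or more relative to plate controls, in a single-dose primary screen at 18.75 µM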
NR2E3 ag-1 = inhibitors of NR2E3-RetCOR corepressor binding, primary screen, NR2E3 agonist project, biochemical, TR-FRET, GST-NR2E3, biotin-RetCOR; AID 2300, 2010; inhibition of corepressor binding, % at 4.78 µM; Photoreceptor-specific nuclear receptor (Homo sapiens), Q9Y5X4; 320,000 tested, 0.12% active; 1536-well;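 active means percent inhibition above the cutoff of mean plus 3 SD of all tested compounds, set per screening campaign, cut at about 20% in these data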;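 further: 0% = DMSO wells and 100% = biotin wells as full block of FRET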
Target sequence (Q9Y5X4 whole entry, looked up): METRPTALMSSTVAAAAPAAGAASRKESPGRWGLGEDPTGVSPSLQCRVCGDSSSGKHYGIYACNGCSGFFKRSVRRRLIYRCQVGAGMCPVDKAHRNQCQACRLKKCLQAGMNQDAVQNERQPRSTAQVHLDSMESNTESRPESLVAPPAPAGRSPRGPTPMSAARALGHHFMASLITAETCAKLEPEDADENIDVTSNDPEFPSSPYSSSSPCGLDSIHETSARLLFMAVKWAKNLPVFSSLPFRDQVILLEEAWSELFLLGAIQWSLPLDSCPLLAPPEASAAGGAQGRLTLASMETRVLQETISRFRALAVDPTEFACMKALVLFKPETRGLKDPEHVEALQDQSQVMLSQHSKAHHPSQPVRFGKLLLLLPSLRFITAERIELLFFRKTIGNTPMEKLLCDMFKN
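System: GST-tagged NR2E3 plus biotinylated RetCOR corepressor; Amount: 1.35 nM GST-tagged NR2E3 final; Dosing: single nominal compound dose of 4.8 µM; Schedule: 5 h incubation at 4 °C; Technique: TR-FRET with europium anti-GST and streptavidin-D2, 340 nm excitation; Controls: biotin wells as high control, 0.6% DMSO wells as low control.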
C8 TRAIL sens = viability loss with TRAIL in NB7+C8 cells, primary screen, TRAIL sensitizer project, cell-based, ATPlite luminescence; inhibition (viability loss, TRAIL sensitization), % at 10 µM; 360,000 tested, 1% active; AID 624354, 2012;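 active means compounds causing at least 50% loss of cell viability in the single-dose screen, relative to plate controls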
NR2E3 ag-2 = NR2E3 agonists in two-hybrid cells, primary screen, cell-based, luminescence, CHO-S, Gal4-NCOR/VP16-NR2E3. luciferase. inhibition of corepressor binding, % at 3.98 µM. 360,000 tested, 0.35% active. AID 602229, 2012;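 active means inhibition above the mean of all tested compounds plus 3 SD, cut at about 70% in these data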;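 further: 0% = DMSO with NR2E3 transfected cells and 100% = cells lacking NR2E3 construct; higher means lower luciferase signal from less NR2E3 corepressor binding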
Numbers without * were called inactive; . = no result given. The list is partial; rates above refer to the full screens.

no.	compound	Shn3 inh set2	NR2E3 ag-1	Peg3 promoter	HIF-2a block	MITF TRPM1 inh	KKLEB tox	C8 TRAIL sens	CF NFkB block	LMP1 NFkB inh	NR2E3 ag-2	iPSC survival up
1	COc1ccc([N+](=O)[O-])cc1NC(=O)CSc1nncn1-c1ccccc1	13	-2	15	19	4	-6	-7	4	-2	-7	-2.2
2	O=C(N1CCOCC1)N1CCN(S(=O)(=O)c2ccc(F)cc2)CC1	-22	-4	9	19	9	2	-10	-3	0	-9	-0.7
3	O=C(Nc1cccn2ncnc12)C(F)(F)F	2	-5	5	22	6	4	-2	-8	1	1	-1.5
4	C/C(=N\Nc1nncc2ccccc12)c1ccc(OCC(=O)N(C)C)cc1	-45	2	-140	-151	-85	-11	21	7	-13	-140	-0.5
5	Cc1cccc(C)c1NC1=NC(C)(C)N=C(N)N1	-15	1	8	15	-2	10	-12	-4	-4	23	-1.9
6	COc1ccc(S(=O)(=O)N2CCCCCC2)cc1C(=O)N(C)CC(=O)Nc1c(Cl)cccc1Cl	3	2	-6	11	-2	-5	10	2	2	0	-0.3
7	CC(C)Cn1c(N)c(C(=O)COC(=O)c2ccncc2)c(=O)n(C)c1=O	-6	3	15	8	5	-6	17	19	11	-14	-0.9
8	Nc1ccc(C(=O)N/N=C\C=C\c2ccc([N+](=O)[O-])cc2)cc1	3	-3	-6	-5	-9	-1	2	11	0	18	-0.1
9	OCCN(Cc1ccccc1)C(=S)NC1CCCCC1	24	-1	-7	-6	2	-3	-5	13	-4	-6	-0.7
10	Cc1cc(C)n(CC(=O)NCc2cc(-c3nn(C)c(=O)c4ccccc34)ccc2C)n1	19	0	21	2	13	-6	0	-9	13	-1	-2.1
11	O=C(N/N=C/c1cc(Br)c(Br)o1)c1cc2ccccc2o1	-8	1	-12	-28	-24	-30	8	43	7	-12	0.7
12	CCOC(=O)/C=C1/SCC(=O)N1CC(=O)c1ccc[nH]1	28	.	3	-4	10	-4	-16	-6	2	8	-1.7
13	Cc1csc(CN(C)C(=O)c2cn(Cc3cccc4ccccc34)nn2)n1	-14	-3	-25	-64	-7	-4	2	20	-7	-16	0.0
14	CC(C)Cc1nc(N2CCN(C(=O)c3ccco3)CC2)c(C#N)c2c1CCCC2	8	0	8	9	16	-8	24	6	7	-20	-0.8
15	O=C(O)CN1C(=O)NC2(CCCc3ccccc32)C1=O (centres undefined)	26	2	17	12	5	-5	-6	3	-1	-12	0.6
16	Cc1cc(Cl)ccc1C(O)c1ncc(-c2ccc(Cl)cc2)[nH]1 (centres undefined)	70	.	16	19	.	-7	-15	20	.	36	-0.4
17	Cc1c(-n2cc(C(=O)c3ccccc3O)cc(C#N)c2=O)c(=O)n(-c2ccccc2)n1C	-9	1	7	21	4	0	-2	-5	4	-1	-3.6
18	CN1C(=O)CSc2ccc(NC(=O)NCc3ccco3)cc21	7	1	-4	5	-13	0	-3	8	0	-9	1.8
19	Cc1ccc(NC(=O)c2ccc(NCc3ccc(F)cc3)nc2)cc1	2	3	-13	-8	4	6	0	3	-25	-36	-4.1
20	CCOC(=O)c1[nH]c2cc(OC)c(OC)cc2c1NC(=O)CCN1CCSCC1	-8	1	12	22	7	3	7	7	1	-23	0.2
21	CCn1cc(CN2CCCC(C(=O)c3ccc(-c4ccccc4)c(F)c3)C2)cn1 (centres undefined)	43	1	3	9	-6	-1	-1	11	-6	10	-0.2
22	Cc1onc(-c2c(Cl)cccc2Cl)c1C(=O)N1CCc2ccccc2C1	13	3	19	26	-3	4	-7	-5	4	-35	0.3
23	CCCCn1c(N)c(N(Cc2ccccc2OC)C(=O)CSCC(=O)Nc2ccc(C)cc2)c(=O)[nH]c1=O	-10	.	2	9	-3	8	-7	6	2	-23	-0.3
24	COC(=O)c1ccc(COc2ccccc2/C=N/NS(=O)(=O)c2ccccc2)cc1	-7	-1	-85	-39	-21	-2	5	8	4	-22	-1.9
25	COc1cccc(-c2cnc3c(NC(C)=O)cc(-c4cccc(C(=O)NCCO)c4)cn23)c1	-16	.	11	0	.	-2	9	-12	.	-32	5.2
26	O=C(c1ccccc1)c1c[nH]c2cc3c(cc2c1=O)OCCO3	-35	-4	-125	-126	-15	12	3	-11	-15	-82	3.9
27	Cc1cc(Br)ccc1NC(=O)CSCc1c(C)noc1C	-15	.	5	2	.	-2	-7	-2	-5	-5	-0.1
28	COc1ccccc1CCC(=O)Nc1cccc(S(=O)(=O)N2CCOCC2)c1	16	-1	6	17	1	7	9	-9	0	3	0.3
29	CC(C)c1cc(N=NC(N)=O)cc(C(C)C)c1O	15	-1	6	16	-8	0	7	8	5	1	0.2
30	COc1cccc(C(=O)N2CCN(c3ncccn3)CC2)c1	12	2	0	-7	-3	-7	0	-14	0	-1	-0.6
31	N=c1n(CCCOc2ccc(Br)cc2)c2ccccc2n1CC(N)=O	.	-1	60*	7	-13	-11	20	0	-23	-13	-0.5
32	COCCCN(C(=O)CCOc1ccccc1C)c1c(N)n(Cc2ccccc2)c(=O)[nH]c1=O	1	3	20	13	-1	-12	-5	-8	2	2	-0.5
33	C=CCOc1ccc(/C=N/n2nnnc2N)cc1OC	0	0	-11	12	-4	0	-13	-10	12	-39	-0.2
34	CCOC(=O)C1CCN(c2ccc(C(N)=O)cc2[N+](=O)[O-])CC1	7	-2	6	15	-2	4	21	-1	6	-23	-1.5
35	CN(Cc1ccccc1)Cc1nc2c(c(=O)n(C)c(=O)n2C)n1Cc1ccc(F)cc1	35	2	31	20	3	-2	8	2	2	-11	-1.8
36	COc1cc(Cl)c(NS(=O)(=O)c2c(C(=O)N3CCCC3)c(C)n(C)c2C)c(OC)c1	-5	-5	-1	18	7	-4	-9	-2	-2	-6	-0.4
37	CN(C(=O)c1cc(C(=O)N(C)c2ccccc2)cc([N+](=O)[O-])c1)c1ccccc1	6	0	20	20	12	3	3	1	4	3	0.1
38	CCCCCCOc1ccc(C(CC(=O)O)C(N)=O)cc1 (centres undefined)	9	0	-4	-30	7	-7	-10	15	-4	2	3.4
39	Cc1ccc2nc(-c3ccc(-c4ccccn4)s3)cn2c1	-60	-6	-291	-286	-29	-9	34	-25	13	-76	-0.7
40	CC(O)(C#CCN1CCOCC1)c1ccccc1 (centres undefined)	20	.	6	8	12	-12	-4	8	-5	-23	-0.2
41	O=C(C[n+]1cccc(NC(=O)c2ccccc2)c1)c1ccc(NC(=O)c2ccccc2)cc1	6	4	-5	-12	-7	1	4	9	-3	-23	2.6
42	CC1(C(=O)NS(=O)(=O)c2cccc(F)c2)CCN1C(=O)CC1CCCC1 (centres undefined)	4	.	-2	19	.	-8	0	-10	.	11	-2.3
43	Cc1ccc(NC(=O)CSc2nnc(-c3cccnc3)n2-c2ccc(C)cc2)cc1	-6	1	20	21	7	3	-8	-3	-5	-29	1.1
44	O=C(Nc1ccccc1)C1=C[C@@H](c2ccc(Br)cc2)C[C@@H](OCCCCO)O1	-55	2	-230	-266	-69	-2	6	-10	-24	-25	1.0
45	CCCCCc1ccc(CC(=O)N2CCOCC2)cc1	4	1	-19	-32	-6	-1	-1	-9	-12	-8	0.8
46	COc1ccccc1C(=O)OCC(=O)Nc1cccc(S(=O)(=O)N2CCCC2)c1	-16	.	8	13	0	-2	8	6	3	-6	0.0
47	CC(=O)Nc1cccc(C(=O)OCc2ccc(C(=O)Oc3ccc(Cl)cc3)cc2)c1	-10	1	21	-12	-4	6	-7	-6	3	-20	-1.6
48	CCCCCC(=O)Nc1cccc(C2=NOC3(C2)C[C@@H](C(N)=O)N(C(=O)c2ccc(Cl)cc2)C3)c1 (some centres undefined)	6	5	-2	20	7	13	0	-2	8	-19	-3.1
49	Cc1csc(NC(=O)c2ccc(S(=O)(=O)N3CCN(C)CC3)cc2)n1	-15	1	-140	-90	-5	-1	11	-6	-3	-7	-0.5
50	O=S(=O)(/C=C/c1cccc(Br)c1)N1CCOCC1	-9	1	11	-1	0	9	-2	-20	-10	1	-0.6
51	CC(C)CNC(=O)N1c2ccccc2Sc2ccccc21	-5	3	19	18	9	6	-10	-6	5	9	-0.7
52	COc1cc(OC)cc(C(=O)NCC(=O)OCC(=O)c2cc(OC)ccc2OC)c1	-7	2	3	16	7	1	2	10	2	-49	-0.3
53	CC(=O)Nc1ccc(S(=O)(=O)N(C)C2CCN(C)CC2)cc1	3	3	21	5	0	-9	-12	6	2	-9	-0.7
54	Cc1ccccc1OC(C)C(=O)Nc1ccc2c(c1)OCO2 (centres undefined)	6	-2	-18	-44	-15	10	2	-22	-9	-6	0.1
55	COc1cccc(N2CCN(C(=O)c3cc4c(s3)-c3ccccc3OC4)CC2)c1	-14	3	8	-25	.	-19	-17	-1	1	-47	1.7
56	CC(C)(C)NC(=O)COC(=O)c1ccccc1C(=O)c1ccccc1	7	0	0	7	3	-11	1	-1	3	22	-0.5
57	COc1ccc(CCc2cc(OC)c(OC)c(OC)c2)cc1	4	.	-45	-14	5	-4	12	25	-9	11	0.7
58	Cc1ccc(NC(=O)C(Cc2ccccc2)NC(=O)c2ccco2)cc1 (centres undefined)	-22	-1	15	7	9	-10	-5	7	3	-1	-1.3
59	COc1cccc(NS(=O)(=O)c2ccc(NC(C)=O)cc2)c1	8	0	11	20	-6	9	3	-17	5	30	-2.6
60	CCOC(=O)C1CCCN(S(=O)(=O)c2cnc(Cl)c(Br)c2)C1 (centres undefined)	-9	-2	24	13	24	-4	36	-12	-3	-12	-0.3

Following part:
no.	compound	Shn3 inh set2	NR2E3 ag-1	Peg3 promoter	HIF-2a block	MITF TRPM1 inh	KKLEB tox	C8 TRAIL sens	CF NFkB block	LMP1 NFkB inh	NR2E3 ag-2	iPSC survival up
61	O=c1c2[nH]cnc2n(-c2ccccc2)c(=O)n1Cc1ccccc1	-8	1	4	10	-9	-7	-4	15	-6	-19	-0.3
62	O=C(NC1CC1)c1ccc(F)cc1Cl	15	2	8	3	-5	1	-1	9	-4	-21	2.8
63	COc1ccc(NC(=O)CSCC(=O)Oc2c(OC)cccc2OC)cc1	-12	1	7	18	-4	-2	-3	-1	3	-15	0.5
64	COc1cccc(CNc2ccc3c(c2)ncn3C(C)C)c1OC	-71	2	-219	-198	.	-11	9	18	-19	-53	-0.3
